Rac1 wt modul = wildtype Rac1 GTP binding modulators, primary screen, biochemical, GST-Rac1 beads, flow cytometry, multiplex; 190,000 tested, 0.27% active; AID 757, 2007; fluorescent GTP binding; actives lie on both sides; 0 = cold GTP competed, 100 = untreated; GTP binding activity (% of control), % at 10 µM; Ras-related C3 botulinum toxin substrate 1 (Homo sapiens), P63000;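 active = GTP binding activity at least 20 points away from the 100% control level, either lower or higher; inconclusive = compound flagged as likely green fluorescent, judged across all proteins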
Bcl-B Bim block = inhibitors of Bim-Bcl-B binding, primary screen, biochemical, multiplexed, human Bcl-2 family | Bcl-2-like protein 10 (Homo sapiens), Q9HD36 | bead-based flow cytometry, Bim peptide-Bcl-B binding | inhibition, % at 10 µM | 190,000 tested, 0.073% active | AID 951, 2007;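 note: 0% = tracer peptide without compound and 100% = reference inhibitor peptide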
Rab2A wt mod = modulators of GTP binding to Rab2A wildtype, primary screen, biochemical, dog, bead-based flow cytometry, multiplex. GTP binding activity, % at 10 µM. AID 760, 2007. GST-Rab2 wt beads, Bodipy-GTP binding. Ras-related protein Rab-2A (Canis lupus familiaris), P61105. 190,000 tested, 0.19% active;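 active = GTP binding activity at least 20 points away from 100%, either lowered or raised; inconclusive = signal likely due to the compound's own green fluorescence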;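 note: 0% = beads with excess unlabeled GTP and 100% = no-compound control corrected for plate trend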
Bfl-1 Bim block = inhibitors of Bim binding to Bfl-1, primary screen, biochemical, multiplexed, bead-based flow cytometry | Bim-Bfl-1 binding inhibition | inhibition, % at 10 µM | AID 1008, 2008 | 190,000 tested, 0.12% active | Bcl-2-related protein A1 (Homo sapiens), Q16548;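 note: 0% = wells without compound plus tracer and 100% = blocker peptide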
Rac1 act GTP bind = GTP binding modulators of activated mutant Rac1, primary screen, biochemical, bead-based flow cytometry, multiplex, fluorescent GTP. GST-Rac1 activated beads; actives lie on both sides; 100% means binding = to untreated wells. percent activity (GTP binding), % at 10 µM. 190,000 tested, 0.11% active. AID 764, 2007;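 active = GTP binding at least 20 percentage points away from the 100% baseline, in either direction, so actives lie on both sides; inconclusive = Compound likely fluorescent itself, or too few beads counted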
Cdc42 wt = modulators of GTP binding to wildtype Cdc42, primary screen, biochemical, multiplex bead flow cytometry, Bodipy-GTP. Cell division control protein 42 homolog (Homo sapiens), P60953. GST-Cdc42 beads; actives lie on both sides. percent activity (GTP binding), % at 10 µM. 190,000 tested, 0.2% active. AID 761, 2007;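 active = percent activity GTP binding at least 20 points away from the 100% baseline, either down as inhibitor or up as activator; inconclusive = compound flagged as likely green fluorescent from well-wide comparison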;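 note: median bead fluorescence of bound Bodipy-FL-GTP at 100 nM; 0% = excess unlabeled GTP control and 100% = no compound control; below 100% means less GTP binding so inhibitor and above means activator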
Target sequence (P60953 whole entry, looked up): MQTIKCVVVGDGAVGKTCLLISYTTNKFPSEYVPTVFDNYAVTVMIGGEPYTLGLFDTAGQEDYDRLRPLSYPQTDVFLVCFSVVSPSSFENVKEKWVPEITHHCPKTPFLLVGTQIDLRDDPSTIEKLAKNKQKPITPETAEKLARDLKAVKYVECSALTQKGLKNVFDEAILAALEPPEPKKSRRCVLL
Bim-Bcl-W = inhibitors of Bim binding to Bcl-W, primary screen, biochemical, multiplexed, bead-based flow cytometry. 190,000 tested, 0.02% active. Bim peptide-Bcl-W binding. inhibition, % at 10 µM. AID 952, 2007. Bcl-2-like protein 2 (Homo sapiens), Q92843;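 note: 0% = bound tracer without compound and 100% = peptide blocker; higher means less fluorescent Bim peptide bound to Bcl-W beads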
Target sequence (Q92843 whole entry, looked up): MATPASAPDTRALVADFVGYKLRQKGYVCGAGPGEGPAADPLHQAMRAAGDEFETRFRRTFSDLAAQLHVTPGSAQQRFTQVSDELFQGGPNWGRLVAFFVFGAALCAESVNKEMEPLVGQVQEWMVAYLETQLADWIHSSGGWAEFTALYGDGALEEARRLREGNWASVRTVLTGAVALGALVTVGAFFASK
HRas wt GTP bind = modulators of GTP binding to HRas wildtype, primary screen, biochemical, bead-based flow cytometry, multiplex; GTPase HRas (Homo sapiens), P01112; GST-Ras wt beads, Bodipy-FL-GTP binding; actives lie on both sides; GTP binding activity, % at 10 µM; 190,000 tested, 0.14% active; AID 759, 2007;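 active = GTP binding activity at least 20% away from the 100% baseline, either lowered as inhibitor or raised as activator; inconclusive = flagged as likely green fluorescent, judged across all proteins in the well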;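 note: 0% = unlabeled GTP competition control and 100% = no-compound control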
Target sequence (P01112 whole entry, looked up): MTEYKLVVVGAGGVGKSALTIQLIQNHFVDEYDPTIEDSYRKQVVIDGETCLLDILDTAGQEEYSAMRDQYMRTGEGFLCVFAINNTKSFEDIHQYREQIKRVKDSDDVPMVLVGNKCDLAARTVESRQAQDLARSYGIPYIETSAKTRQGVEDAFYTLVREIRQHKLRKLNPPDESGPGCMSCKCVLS
Rab7 wt modul = modulators of GTP binding to Rab7, primary screen, biochemical, wildtype, multiplex bead flow cytometry. GST-Rab7 beads, fluorescent GTP binding; actives lie on both sides; untreated = 100%, excess cold GTP = 0%. Rab7 GTPase wild type (dog), Bodipy-FL-GTP binding. 190,000 tested, 0.055% active. GTP binding activity (percent of control), % at 10 µM;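 active = fluorescent GTP binding to Rab7 beads changed by at least 20 points from the 100% baseline, either direction, mostly lower; inconclusive = compound itself probably fluorescent, or too few beads counted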;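 note: median green fluorescence of bound Bodipy-FL-GTP per Rab7 bead population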
Bcl-2 Bim block = inhibitors of Bim-Bcl-2 binding, primary screen, biochemical, multiplexed, human Bcl-2 family | Apoptosis regulator Bcl-2 (Homo sapiens), P10415 | Bead-based flow cytometry, Bim peptide-Bcl-2 binding | inhibition, % at 10 µM | 190,000 tested, 0.06% active | AID 950, 2007; in the data active = inhibition above about 40%; inconclusive = no clear call, values can overlap the other calls;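 note: 0% = no compound wells with probe peptide and 100% = reference peptide inhibitor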
Target sequence (P10415 whole entry, looked up): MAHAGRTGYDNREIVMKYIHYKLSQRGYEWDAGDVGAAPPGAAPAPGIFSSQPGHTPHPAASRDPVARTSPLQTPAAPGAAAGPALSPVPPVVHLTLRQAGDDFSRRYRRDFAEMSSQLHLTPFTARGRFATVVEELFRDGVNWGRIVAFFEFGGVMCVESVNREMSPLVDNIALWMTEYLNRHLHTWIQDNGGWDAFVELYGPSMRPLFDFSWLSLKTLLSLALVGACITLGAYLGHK
Bim-Bcl-XL = inhibitors of Bim-Bcl-XL binding, primary screen, biochemical, multiplexed, bead flow cytometry, human Bcl-XL; Bim peptide-Bcl-XL binding, fluorescence; inhibition, % at 10 µM; 190,000 tested, 0.04% active
* marks the source's active call; other numbers are inactive results; ? = inconclusive. Cut-off read from the data, not from the text of the source, unless noted: active = inhibition above about 40%.

SMILES | Rac1 wt modul | Bcl-B Bim block | Rab2A wt mod | Bfl-1 Bim block | Rac1 act GTP bind | Cdc42 wt | Bim-Bcl-W | HRas wt GTP bind | Rab7 wt modul | Bcl-2 Bim block | Bim-Bcl-XL
O=C(CCc1nc2ccccc2[nH]1)Nc1ccc2c(c1)OCO2 | 93 | -8 | 94 | -5 | 93 | 96 | 0 | 96 | 92 | -9 | 0
CCCOc1ccccc1NC(=O)c1ccc([N+](=O)[O-])cc1 | 102 | -4 | 98 | -2 | 96 | 99 | 0 | 98 | 98 | 2 | 1
O=C(N/N=C/c1ccc(O)cc1)c1csc2c1CCCC2 | 100 | -12 | 99 | -8 | 101 | 100 | -4 | 99 | 98 | -7 | -4
Cc1nnc(NC(=O)CSc2nnc(Cc3cccn3C)n2CCc2ccccc2)s1 | 110 | -9 | 101 | -9 | 102 | 102 | 4 | 102 | 99 | -6 | -4
O=C(NC(Cc1c[nH]c2ccccc12)C(=O)OCC(=O)c1cccc2ccccc12)c1cccs1 (stereo not given) | 98 | -7 | 96 | -6 | 95 | 101 | 0 | 98 | 99 | -8 | -8
CC(=O)c1cccc(NC(=O)Cn2cc3c(n2)CCCC3)c1 | ? | -1 | ? | -9 | ? | ? | 0 | ? | ? | -2 | -3
COC(=O)c1ccc(OCC(O)Cn2nnc3ccccc32)cc1 (stereo not given) | 105 | -9 | 100 | -11 | 102 | 105 | 0 | 101 | 99 | -10 | -5
CN(CCC#N)C(=O)CSc1nnc(-c2ccco2)n1N | 103 | -2 | 101 | -1 | 99 | 99 | 0 | 100 | 102 | 0 | -1
CCNC(=S)NNC(=O)c1csc2c1CCC(C)C2 (stereo not given) | 104 | -12 | 100 | -3 | 102 | 105 | -2 | 103 | 98 | -6 | -4
COC(=O)CN1C(c2ccccc2O)Nc2ccc(Br)cc2C1c1ccccc1 (stereo not given) | 105 | -4 | 102 | -12 | 102 | 99 | -3 | 103 | 104 | -5 | -7
COc1ccc(Cl)cc1NC(=O)CN(c1ccccc1)S(=O)(=O)N(C)C | 103 | -5 | 103 | -1 | 99 | 104 | -2 | 103 | 99 | -4 | -4
Cc1csc(SCC(=O)N2CCN(S(=O)(=O)c3ccc(Cl)cc3)CC2)n1 | 103 | 0 | 101 | -3 | 99 | 104 | -4 | 102 | 98 | -2 | -2
O=C(Nc1ccc(-n2nncc2-c2ccco2)cc1)c1cccc(F)c1 | 106 | -11 | 102 | -25 | 99 | 104 | -1 | 102 | 102 | -11 | -9
CN1CC(=O)N(CC(=O)Nc2ccc(F)cc2)c2ccccc2C1=O | 101 | -7 | 97 | -11 | 98 | 98 | 0 | 100 | 99 | -6 | -5
Cc1cc(C)n(-c2nnc(C)n2NC(=O)c2cccc(Cl)c2)n1 | 103 | 0 | 102 | 5 | 96 | 99 | 0 | 97 | 100 | 7 | -5
CCOc1ncccc1C(=O)Nc1nnc(C(CC)CC)s1 | 95 | -2 | 93 | -7 | 94 | 94 | 2 | 94 | 95 | 0 | 0
CCOC(=O)N1CCC(NC(=O)Cn2c3ccccc3c3cn[nH]c(=O)c32)CC1 | 96 | 1 | 100 | 2 | 95 | 98 | 2 | 99 | 95 | 0 | 4
COc1ccc(Cl)cc1NC(=S)N(Cc1ccccc1C)CC1CCC(C(=O)O)CC1 (stereo not given) | 95 | -8 | 99 | -9 | 95 | 94 | -13 | 97 | 105 | -8 | -7
CC(=O)N(c1ccccc1C)S(=O)(=O)c1ccc(Cl)cc1 | 102 | -6 | 95 | -4 | 97 | 97 | 0 | 97 | 93 | -2 | -2
CCOC(=O)C1=C(N)Oc2c(c(=O)[nH]c3ccccc23)C1c1ccccc1 (stereo not given) | 101 | -3 | 97 | -10 | 102 | 101 | -2 | 99 | 95 | -1 | -3
Cc1cc(C)n(-c2nc(Nc3ccccc3C(F)(F)F)nc(-n3nc(C)cc3C)n2)n1 | 101 | -5 | 99 | -5 | 98 | 98 | -6 | 98 | 100 | -4 | -4
CC1CC(C(F)(F)F)n2nc(C(=O)O)cc2N1 (stereo not given) | 104 | -8 | 101 | -11 | 100 | 99 | -1 | 103 | 102 | -4 | -7
CCN(CC)CCCN1C(=O)C(=O)/C(=C(/O)c2ccc3c(c2)OCCO3)C1c1ccco1 (stereo not given) | 107 | -13 | 98 | -19 | 101 | 99 | -1 | 103 | 101 | -14 | -10
Cn1c(SCC#N)nnc1-c1cccnc1 | 104 | -3 | 100 | 0 | 102 | 104 | 0 | 105 | 96 | 1 | -3
O=C(O)C1CC(c2ccccc2)=NO1 (stereo not given) | 105 | 1 | 100 | 4 | 100 | 102 | 5 | 102 | 101 | 5 | 2
CCC(C)[C@H](NC(=O)NCC1CCCO1)C(=O)OC (stereo not given in full) | 96 | -12 | 97 | -11 | 95 | 99 | 1 | 98 | 95 | -8 | -3
Cc1ccc2c(c1)c(C)c(C)n2CC(O)CN1CCOCC1 (stereo not given) | 99 | -1 | 97 | 5 | 99 | 98 | 0 | 96 | 102 | 1 | 0
Cc1ccc(C(=O)N/C(=C/c2ccco2)C(=O)Nc2cccc(C)c2)cc1 | 99 | 1 | 101 | 1 | 99 | 103 | 0 | 101 | 98 | 1 | 0
COc1ccc(N2CCSC2C(=O)NN)cc1 (stereo not given) | 106 | 1 | 99 | 4 | 99 | 101 | 3 | 101 | 101 | 5 | 6
Cc1ccc(N2C(=O)CC(Sc3ncn[nH]3)C2=O)cc1 (stereo not given) | 108 | -12 | 102 | -26 | 99 | 105 | -6 | 103 | 104 | -12 | -6
Cc1cc(SCC(=O)O)nc2ccccc12 | 95 | 1 | 93 | 2 | 93 | 94 | 0 | 94 | 101 | 2 | -1
CCCc1ccc(OCc2ccc(C(=O)N3CCN(c4ccccn4)CC3)o2)c(OC)c1 | 105 | -6 | 97 | -10 | 96 | 98 | 0 | 101 | 96 | -7 | -5
O=C(CC12CC3CC(CC(C3)C1)C2)NC(=S)NCc1ccccc1 | 99 | 0 | 99 | -2 | 99 | 98 | -5 | 98 | 100 | -1 | -2
Cc1ccc(NC(=O)CSc2n[nH]c(-c3ccncc3)n2)cc1C | 101 | 1 | 100 | 4 | 98 | 101 | 4 | 99 | 97 | 8 | 11
CSc1ccccc1-c1nnc(-c2ccccc2)o1 | 95 | -6 | 93 | -11 | 91 | 96 | -2 | 94 | 92 | -7 | -4
O=S(=O)(NC1CCCCC1)c1ccc(Cl)nc1 | 103 | -3 | 102 | 0 | 96 | 105 | -2 | 104 | 101 | 0 | -2
C=CCN1C(=O)/C(=C2/Sc3ccc(OC)cc3N2C)SC1=NCc1ccccc1 | 101 | -4 | 99 | -2 | 98 | 98 | -3 | 98 | 103 | 1 | 0
O=C(Nc1ccc(N2CCOCC2)c(Cl)c1)c1ccc2c(c1)OCCO2 | 104 | -1 | 102 | 1 | 100 | 100 | -2 | 100 | 97 | -1 | 0
CC1CCN(C(=O)CSc2nnc(CSc3ncccn3)n2C)CC1 | 104 | -40 | 96 | -10 | 99 | 103 | 2 | 99 | 96 | -13 | -3
CCC(COC(=O)Nc1ccccc1)NC(=O)OC(C)C (stereo not given) | 99 | -2 | 99 | 3 | 97 | 99 | 0 | 98 | 99 | 2 | 0
COc1ccc(C(=O)Nc2cc(Cl)ccc2C(=O)O)cc1 | 81 | 0 | 83 | -5 | 77* | 78* | 0 | 83 | 85 | -2 | -2
COc1ccc(NS(=O)(=O)c2cccc(Cl)c2)cc1S(=O)(=O)N1CCCCC1 | 93 | -3 | 93 | -8 | 95 | 94 | -2 | 94 | 94 | -6 | -8
CCOC(=O)Cn1nnnc1C(CC)N(Cc1cccs1)Cc1cc2ccc(OC)cc2[nH]c1=O (stereo not given) | 100 | -10 | 96 | -10 | 97 | 99 | 0 | 100 | 100 | -5 | -5
C=CCn1c(CNC(=O)c2ccccc2C)nnc1SCC(=O)NC1CCCC1 | 103 | -5 | 97 | -8 | 99 | 100 | 1 | 97 | 100 | -6 | 9
O=C(NCCN1C(=O)S/C(=C\c2ccc(OC(F)F)cc2)C1=O)[C@@H]1CCCN1C(=O)c1cccs1 | 99 | -7 | 100 | -14 | 98 | 103 | -3 | 99 | 103 | -8 | -2
Cc1cccc(C2c3[nH]c4ccccc4c3CCN2C(=O)c2ccc(=O)[nH]c2)n1 (stereo not given) | 95 | -5 | 98 | -8 | 94 | 95 | -2 | 94 | 98 | -6 | -5
CC(=O)Nc1nc2ccccc2n1CCN1CCOCC1 | 105 | -7 | 100 | -4 | 102 | 103 | -4 | 100 | 95 | -7 | -8
Cn1c(CCNC(=O)c2ccccc2Cl)n[nH]c1=S | 104 | -3 | 100 | 0 | 102 | 101 | 0 | 100 | 98 | 0 | 0
O=C(Cn1cc2c(n1)CCCC2)NCCCN1CCN(c2ccccc2F)CC1 | 100 | -2 | 98 | -10 | 96 | 97 | 0 | 98 | 100 | -8 | 0
O=C(CCCc1nc(-c2ccc(Cl)cc2)no1)Nc1cccnc1 | 101 | -10 | 101 | -15 | 99 | 99 | -2 | 99 | 102 | -10 | -6
O=C(CCSc1ccccc1)NC1CCCC1 | 99 | -5 | 100 | 0 | 99 | 99 | -2 | 101 | 99 | -1 | -5
CCS(=O)(=O)N1CCN(S(=O)(=O)c2ccccc2)CC1 | 107 | 10 | 101 | 3 | 101 | 99 | 1 | 99 | 97 | 13 | 0
CC(=O)C1C(c2ccc(F)c(F)c2)NC(=O)NC1(O)C(F)(F)F (stereo not given) | 101 | 2 | 98 | 2 | 95 | 97 | 3 | 97 | 97 | 3 | -2
